GRIN3A LBD mod – NR3A (human) ligand-binding domain modulation | actives 2.5% (n = 340,000) | NR3A LBD differential scanning fluorimetry, Tm shift; 0% = protein alone, 100% = glycine-bound protein | Tm shift relative to glycine control, % at 25 µM;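 active means melting temperature shift of at least 10% of the positive control shift, at one fixed dose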
ATG4B inhibitor – inhibitors of human ATG4B cysteine protease. AID 504462. ATG4B cleavage of LC3-PLA2, NBD-HPC fluorescence, 1 h. Q9Y4P1. inhibition, % at 8.33 µM. actives 0.51% (n = 340,000); in the data active means inhibition above about 40%
Target sequence (Q9Y4P1 whole entry, looked up): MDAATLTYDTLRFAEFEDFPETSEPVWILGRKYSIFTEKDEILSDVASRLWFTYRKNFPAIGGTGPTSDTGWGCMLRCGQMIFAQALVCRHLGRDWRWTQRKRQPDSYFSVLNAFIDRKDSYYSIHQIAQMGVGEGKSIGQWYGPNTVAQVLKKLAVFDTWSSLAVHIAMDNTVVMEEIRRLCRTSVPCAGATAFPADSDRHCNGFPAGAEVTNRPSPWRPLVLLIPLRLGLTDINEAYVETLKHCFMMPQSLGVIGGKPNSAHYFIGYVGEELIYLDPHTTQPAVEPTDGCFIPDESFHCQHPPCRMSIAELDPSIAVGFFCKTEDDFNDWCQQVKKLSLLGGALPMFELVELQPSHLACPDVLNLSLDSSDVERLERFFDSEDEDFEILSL
hIAP activ – human IAP activation | P09923 | purified human IAP, CDP-Star luminescence, 30 min; hits give high values; 1 = vehicle-only enzyme, 0 = enzyme-free background | activation factor at 10 µM | actives 0.16% (n = 330,000) | AID 2524;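 active means activation factor of the enzyme at least 2-fold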; further: the source names both 10 and 20 µM as test concentration; values of inactives mirror those of a sister screen read the other way
SENP8 block – SENP8 (human) protease inhibition; recombinant SENP8, Nedd8 substrate fluorescence; AID 602440; actives 0.64% (n = 360,000); inhibition, % at 20 µM; in the data active means inhibition mostly above about 40%, no sharp cut-off; inactive means mostly below about 27%
Target sequence (Q96LD8 whole entry, looked up): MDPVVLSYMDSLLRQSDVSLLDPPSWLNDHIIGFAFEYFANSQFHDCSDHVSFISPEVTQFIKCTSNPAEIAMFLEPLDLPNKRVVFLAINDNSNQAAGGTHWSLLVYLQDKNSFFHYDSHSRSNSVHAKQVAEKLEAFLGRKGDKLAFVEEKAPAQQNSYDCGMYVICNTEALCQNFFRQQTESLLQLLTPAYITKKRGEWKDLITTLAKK
SENP6 block – SENP6 protease inhibition; Q9GZR1; Recombinant SENP6 catalytic domain, aminoluciferin luminescence; inhibition, % at 10 µM; actives 1.8% (n = 330,000); AID 2599;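 active means inhibition above about 50% at the single tested dose, limit read from the data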;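 further: plate controls were DMSO wells with enzyme for no effect and DMSO wells lacking enzyme for full effect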
Target sequence (Q9GZR1 628-1112 limits assumed): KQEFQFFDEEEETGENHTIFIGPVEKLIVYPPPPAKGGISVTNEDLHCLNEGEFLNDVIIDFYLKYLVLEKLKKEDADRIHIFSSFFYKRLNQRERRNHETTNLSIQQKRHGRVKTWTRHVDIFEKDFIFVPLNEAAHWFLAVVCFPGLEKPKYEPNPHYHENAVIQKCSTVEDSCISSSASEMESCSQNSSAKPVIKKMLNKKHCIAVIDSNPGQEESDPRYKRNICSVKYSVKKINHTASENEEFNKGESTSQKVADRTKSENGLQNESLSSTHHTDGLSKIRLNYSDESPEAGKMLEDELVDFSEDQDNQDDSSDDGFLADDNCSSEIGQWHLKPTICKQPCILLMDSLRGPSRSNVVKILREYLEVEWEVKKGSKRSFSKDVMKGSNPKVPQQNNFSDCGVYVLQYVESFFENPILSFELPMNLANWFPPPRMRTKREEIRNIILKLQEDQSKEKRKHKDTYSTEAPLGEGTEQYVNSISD
MPTP inh – blocks calcium-induced mitochondrial swelling | AID 602449 | isolated mouse mitochondria, Ca2+ swelling absorbance, 30 min | actives 1.4% (n = 360,000) | inhibition, % at 10 µM;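 active means inhibition of 50% or more, scaled per plate between neutral and stimulator controls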;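 further: 0% = DMSO wells given calcium and 100% = 1 mM EGTA wells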
SENP1 FRET inh – blocks the human SENP1 SUMO protease catalytic domain; recombinant SENP1 catalytic domain, CyPet-SUMO1-YPet FRET cleavage; AID 624204; inhibition, % at 10 µM; actives 0.21% (n = 360,000); Q9P0U3;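 active means inhibition at least 30% at 10 µM, raw YFP signal under a set limit, fluorescence ratio 0.5 to 1.5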;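 further: 0% = enzyme with DMSO and 100% = no enzyme wells; some results filed as inactive read as strong as hits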
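system = hSENP1 catalytic domain, recombinant | reagent = SFCypet-SUMO1-SFYpet substrate at 25 nM | doses = one dose per compound, 10 µM, 0.5% DMSO | incubation = enzyme reaction for 50 min at room temperature, dark | measured by = FRET, CFP and YFP emission | controls = no-enzyme low, enzyme-DMSO high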
PfGluPho inh – PfG6PD (Plasmodium falciparum) enzyme inhibition | inhibition, % at 20 µM | PfGluPho enzyme, NADPH resazurin-diaphorase fluorescence | AID 504690 | actives 0.78% (n = 350,000);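 active means inhibition reaching at least a set limit at 20 µM in the primary screen, cut at about 59% in these data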;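 further: 0% = DMSO wells with substrate and 100% = DMSO wells lacking glucose-6-phosphate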
The depositor's hits bear a star; . = no result given; & = joins results of further samples.

SMILES | GRIN3A LBD mod | ATG4B inhibitor | hIAP activ | SENP8 block | SENP6 block | MPTP inh | SENP1 FRET inh | PfGluPho inh
COc1cc2c(cc1OC)CN(C(=O)Nc1ccccc1)CC2 | -3 | 1 | 0.91 | -153 | -9 | 1.4 | 0 | -6
COc1ccc(C(=O)Nc2nccs2)cc1OC | -1 | -8 | 1 | -16 | 2 | -3.6 | -4 | -8
CCOC(=O)/C(=N/Nc1ccc(Cl)cc1)S(=O)(=O)c1ccccc1 | -1 | -11 | 1.2 | 10 | -39 | 1.5 | 1 | -13
CC(Cn1cncn1)C(=O)N1CCN(S(=O)(=O)c2ccccc2)CC1 (configuration not stated) | -1 | 0 | 0.98 | 2 | -17 | -1.7 | 1 | 3
C=CCn1c(O)c(CN2CCOCC2)c(C)c(C#N)c1=O | -1 | 6 | 0.9 | -151 | 6 | -0.5 | -5 | 13
C=CCn1c(=O)c2ccc(C(=O)NCc3ccccc3)cc2n(Cc2ccccc2Cl)c1=O | -1 | 14 | 1 | -28 | -6 | 5.8 | 0 | -19
O=C(CC1CC2CCC1C2)N1CCN(S(=O)(=O)c2ccc(F)cc2)CC1 (configuration not stated) | . | . | . | 16 | . | 0.8 | 0 | 9
O=C(CSc1nnc2ccc(-c3ccccn3)nn12)N1CCCC1 | -1 | 0 | . | 9 | . | 2.1 | 1 | 8
COc1cc(NC(=O)Cn2ncc3c2-c2ccccc2OC3)cc(OC)c1OC | 2 | -15 | 0.81 | 6 | -13 | -0.4 | 1 | 0
COc1cccc(NC(=O)C(c2ccccc2)N2CCN(CC(=O)N3CCOCC3)CC2)c1 (configuration not stated) | -1 | 1 | 0.9 | 2 | 25 | 1.4 | 0 | 2
COc1ccccc1CNCC(O)(c1ccc(F)cc1)c1ccc(F)cc1 | 0 | 17 | 0.89 | 18 | -1 | 0.9 | 2 | 5
O=C(c1ccc(Cl)c(S(=O)(=O)N2CCCCC2)c1)N1CCCCCC1 | -1 | -4 | 1.2 | -3 | -6 | -0.7 | -1 | -2
CCn1c(CC(=O)Nc2ccc(C)c(Cl)c2)nnc1SCC(=O)Nc1nc(C)cs1 | 0 | 0 | 1.1 | 9 | -3 | -0.4 | 0 | 5
CCNC(=S)N(Cc1cccs1)Cc1cc2cc(OCC)ccc2[nH]c1=O | -9 | -7 | 1 | -259 | -13 | 1.9 | -6 | 8
CNC(=O)c1ccc(=O)n(Cc2cccc(C(F)(F)F)c2)c1 | 0 | -2 | 0.98 | 14 | -9 | -0.2 | 0 | -7
CN(Cc1ccc2nonc2c1)Cc1nc(Cc2cccc(F)c2)no1 | 2 | 2 | 1.1 | 0 | -11 | 0.2 | 4 | 15
CCOC(=O)C1CCN(C(=O)C2(NC(=O)Nc3cccc(F)c3)CCCCC2)CC1 | 0 | -2 | 1.3 | 14 | -19 | -1.6 | -1 | -61
Cc1cc(C)c(NC(=O)CCn2nnc3ccccc32)c(C)c1 | 0 | 1 | 0.98 | 15 | -23 | -1.7 | 0 | 6
COC(=O)[C@@H]1C[C@@]2(O)[C@H](O)[C@H](O)[C@H](O)C[C@H]2N1Cc1cc(F)ccc1F | 11* | 12 | 1 | 24 | -11 | -1.4 | -1 | -6
O=C(O/N=C1\CCCc2ccccc21)C1CC1 | -1 | 1 | 1.1 | 21 | 8 | -2.6 | 3 | 0

Not a retest: entries from further up.
SMILES | GRIN3A LBD mod | ATG4B inhibitor | hIAP activ | SENP8 block | SENP6 block | MPTP inh | SENP1 FRET inh | PfGluPho inh
CCOC(=O)C1CCN(C(=O)C2(NC(=O)Nc3cccc(F)c3)CCCCC2)CC1 | 0 | -2 | 1.3 | 14 | -19 | -1.6 | -1 | -61
Cc1cc(C)c(NC(=O)CCn2nnc3ccccc32)c(C)c1 | 0 | 1 | 0.98 | 15 | -23 | -1.7 | 0 | 6
COC(=O)[C@@H]1C[C@@]2(O)[C@H](O)[C@H](O)[C@H](O)C[C@H]2N1Cc1cc(F)ccc1F | 11* | 12 | 1 | 24 | -11 | -1.4 | -1 | -6
O=C(O/N=C1\CCCc2ccccc21)C1CC1 | -1 | 1 | 1.1 | 21 | 8 | -2.6 | 3 | 0

New compounds follow.
SMILES | GRIN3A LBD mod | ATG4B inhibitor | hIAP activ | SENP8 block | SENP6 block | MPTP inh | SENP1 FRET inh | PfGluPho inh
Cc1ccsc1C(=O)N1CCCC(CO)(Cc2ccccc2)C1 (configuration not stated) | -3 | 3 | 1.1 | 12 | 0 | 0.4 | 3 | -3
CCCOc1ccccc1C1CC(=O)Nc2cc3c(cc21)OCO3 (configuration not stated) | -4 | -5 | 1.3 | 8 | -7 | 6.8 | 2 | 38
COCCCNC(=O)Cn1cnc2sc(C)c(S(=O)(=O)N3CCN(c4ncccn4)CC3)c2c1=O | 1 | 1 | 1.1 | -25 | -3 | 0.6 | -10 | 0
COc1ccccc1C(=O)Nc1nnc(SCC(=O)NC2CCCC2)s1 | -2 | 2 | 0.85 | -80 | 43 | 3.0 | 1 | -3
CN1C(=O)C(CC(=O)N2CCN(C(c3ccccc3)c3ccccc3)CC2)N(C)C1=O (configuration not stated) | 2 | -13 | 0.91 | 14 | -6 | -0.2 | 1 | 11
COc1ccc(CNC(C)C(=O)Nc2ccc3ccccc3c2)cc1OC (configuration not stated) | 1 | 1 | 1.1 | -20 | -24 | -1.0 | 1 | -11
COc1ccc(OCC(O)CNC(=O)c2ccc(OC)cc2)cc1 (configuration not stated) | 31* | -11 | 1.1 | 10 | -7 | 0.6 | 2 | -8
C/C(=N\NC(=O)C(=O)Nc1cccc(C(F)(F)F)c1)c1ccc(Cl)s1 | -2 | -1 | 0.96 | -174 | 11 | 7.3 | 0 | -9
O=C(O)c1ccc2c(c1)C1C=CCC1C(c1cc3c(cc1Br)OCO3)N2 (configuration not stated) | -3 | 8 | 1 | 8 | -7 | -0.7 | 14 | -34
CCOCCc1nnc(NC(=O)C2CC(=O)N(c3ccc(OCC)cc3)C2)s1 (configuration not stated) | -1 | -3 | 1.1 | 27 | -19 | -1.8 | 0 | -5
Cc1ccc(C(=O)Nc2ccccc2N2CCCC2)cc1 | 0 | 5 | 1 | 12 | 13 | 0.4 | 0 | 16
COCCSc1ccccc1C(=O)Nc1nccs1 | 2 | 0 | 1.1 | 15 | -5 | -0.4 | 2 | 2
COc1ccccc1NS(=O)(=O)c1ccc(-c2cnc(C3CC3)o2)cc1 | 2 | -6 | 1 | -7 | -13 | -0.7 | 1 | -16
COc1cccc(C(=O)Nc2nnc(-c3cccs3)o2)c1 | -2 | -5 | 0.9 | -4 | 20 | -1.6 | 1 | -7
Cc1ccc(NC(=S)N/N=C/c2c(C)nn(-c3ccccc3)c2N2CCCC2)cc1 | -1 | 6 | 0.93 | -95 | 2 | 2.3 | -1 | -13
CCOc1ccc(S(=O)(=O)n2nc(C)c(S(=O)(=O)N3CCOCC3)c2C)cc1 | -2 | -2 | 1 | 13 | -4 | 0.0 | 0 | -9
CNC(=O)c1ccc(-c2ccc(F)cc2)s1 | -46 | -2 | 0.95 | -74 | 15 | -0.1 | 1 | 16
Cc1ccc(C2NC(=O)NC(O)(C(F)(F)F)C2C(=O)c2cccs2)o1 (configuration not stated) | -1 | 8 | 0.91 | 4 | -1 | -0.4 | 1 | 6
CCOC(=O)CCCCCC(=O)Nc1ccc2c(c1)C(=O)N([C@@H](C)CO)C[C@@H](C)[C@H](CN(C)C(=O)Nc1ccccc1)OCCCC[C@H](C)O2 | . | . | . | 0 | . | -2.2 | -3 | 14
O=C1CSc2ccc(S(=O)(=O)NCc3ccccc3)cc2N1 | -3 | 5 | 1.1 | 13 | 1 | -1.3 | 0 | 7
COc1ccc(C(=O)NCCSCc2ccccc2Cl)cc1OC | 0 | 8 | 1.3 | 20 | 6 | 0.9 | 1 | -15
O=C1CC(c2cccs2)c2cc3c(cc2N1)OCO3 (configuration not stated) | -3 | -9 | 0.97 | -4 | -7 | 2.8 | -2 | 4
N/C(=N\OC(=O)CCCc1ccccc1)c1cccc([N+](=O)[O-])c1 | 2 | -13 | 1 | 29 | -6 | -1.5 | 0 | 10
COCOCCn1cc(CN2CCS(=O)(=O)N(Cc3ccc(-c4ccc(F)cc4)cc3)C(CC(C)C)C2=O)nn1 (configuration not stated) | . | . | . | -8 | . | -0.3 | 0 | 22
COc1ccc(NC(=O)Nc2nnc(Cc3ccccc3)s2)cc1 | -6 | -4 | 0.94 | 17 | -14 | 2.0 | 1 | -10
COc1ccc(CCNC(=O)C/C(C)=N/NC(=O)c2ccc(N)cc2)cc1OC | 3 | -2 | 1 | 6 | -1 | -1.2 | 1 | -16
CN(C)CC#CCC(O)(c1ccccc1)C1CCCCC1 (configuration not stated) | 1 | 0 | 1.1 | 8 | -8 | -4.5 | -1 | -28
CCc1nnc(NC(=O)CSc2nnc(CNc3ccc(C)cc3)n2C)s1 | -2 | -3 | 1.1 | 16 | -10 | -3.3 | 2 | 2
O=C(c1cccc(F)c1)N1CCN(c2cccc(Cl)c2)CC1 | -1 | -4 | 0.91 | 16 | 0 | 1.4 | -2 | 3
COc1cccc(CNC(=O)C(NS(=O)(=O)c2ccc3c(c2)CCN3C(C)=O)C(C)C)c1 (configuration not stated) | -2 | 7 | 0.94 | 9 | -6 | -0.1 | -2 | -14
N#CCC(=O)N/N=C/c1cn(Cc2ccc(Cl)c(Cl)c2)c2ccccc12 | 31* | -4 | 1.4 | 0 | 4 | 5.4 | 0 | -3
Cc1c(C=O)c2ccccc2n1CC(=O)NCc1ccc2c(c1)OCO2 | -2 | 1 | 0.96 | 9 | 8 | 3.9 | -1 | -6
O=C(Cn1c(=O)oc2cc(S(=O)(=O)N3CCCC3)ccc21)NC1CCCCC1 | -1 | -1 | 0.88 | 10 | 2 | -0.9 | -1 | 6
Cc1cccc2c1CC(C)(C)N/C2=C\C(N)=O | 0 | -1 | 1.1 | 16 | 8 | -0.9 | -1 | 12
CC(C)c1nc(SCC(=O)NC2CCCCC2)c2ccccc2n1 | -4 | -4 | 0.89 | 20 | 2 | -1.4 | 3 | 3
O=C(Nc1cccc(F)c1)c1cccnc1N1CCOCC1 | -3 | 6 | 0.92 | -3 | -9 | 0.1 | 3 | -17
Cn1nc(C(F)(F)F)c(-c2ccccc2)c1NC(=O)c1ccco1 | -1 | 1 | 0.9 | 1 | -10 | 2.9 | 0 | -21
O=C(Nc1ccc(-c2csc(Nc3ccccc3)n2)cc1)c1ccccc1 | 17* | -2 | 0.97 | -12 | 4 | 1.0 | 0 | 1
COC(=O)c1ccc(N2NC(=O)/C(=C/c3cc(OC)c(OC)c(OC)c3)C2=O)cc1 | -1 | 10 | 0.99 | 10 | 4 | -0.3 | 2 | -12
COc1ccc(NC(=O)C2CCC(=O)N2S(=O)(=O)c2ccc(C)cc2)cc1Cl (configuration not stated) | -2 | -6 | 1.2 | 10 | 0 | -0.7 | 1 | -4
Cc1cc(Cl)c2oc(C(=O)N(CCO)Cc3ccccc3)c(C)c2c1 | 0 | 3 | 1.3 | 17 | 5 | 2.9 | 1 | 54
CC1(c2cccc(Br)c2)NC(=O)N(CC(=O)c2ccc3c(c2)OCCO3)C1=O (configuration not stated) | -2 | -11 | 0.94 | 5 | -2 | -1.1 | 0 | -3
COc1ccc(C(=O)NC(=S)SCC(=O)O)cc1 | -4 | 4 | 0.96 | 15 | -32 | 1.0 | -4 | 23
Cc1ccc(S(=O)(=O)NCc2ccncc2)c(C)c1C | -1 | -1 | 0.9 | 8 | 7 | 95* | 2 | -7
COc1ccc2[nH]c(C)c(CCN(Cc3cccs3)C(=S)Nc3cccc(F)c3)c2c1 | 8 | -13 | 0.98 | -106 | 1 | 1.5 | 37 | 18
COc1ccc(CN2C(=O)C(CC(C)C)Nc3ncnc(N4CCN(c5ccccc5)CC4)c32)cc1 (configuration not stated) | -1 | -8 | 1.1 | -8&-2 | -15 | 0.1&1.4 | -14&-2 | 11
Cc1cc(C)c(C#N)c(SCC(=O)c2ccc(Cl)cc2Cl)n1 | -4 | -6 | 1 | 14 | -17 | 2.4 | -26 | 16

Screens (PubChem)
